# CHO-K1 Ca PAM: M1 PAM counterscreen hit in parental CHO-K1 cells; ATP EC20, Fluo-8 calcium fluorescence; 0% at ATP EC20, 100% at ATP max; activation, % at 3 µM; 0.02% of 360,000 active;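 active means activation above the run cutoff, the mean activation of all test compounds plus 3 SD, cut at about 40% in these data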;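 further: peak over basal fluorescence ratio in a 140 s read after ATP addition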
# TAAR1 agonist: human TAAR1 agonism. 0.99% of 360,000 active. CHO RD-HGA16 TAAR1, Fluo-8 calcium fluorescence; vehicle wells 0%, saturating PEA agonist 100%. activation, % at 3 µM;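 active means activation above the mean activation of all test compounds in the run plus 3 SD, cut at about 38% in these data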
# Target sequence (Q96RJ0 whole entry, looked up): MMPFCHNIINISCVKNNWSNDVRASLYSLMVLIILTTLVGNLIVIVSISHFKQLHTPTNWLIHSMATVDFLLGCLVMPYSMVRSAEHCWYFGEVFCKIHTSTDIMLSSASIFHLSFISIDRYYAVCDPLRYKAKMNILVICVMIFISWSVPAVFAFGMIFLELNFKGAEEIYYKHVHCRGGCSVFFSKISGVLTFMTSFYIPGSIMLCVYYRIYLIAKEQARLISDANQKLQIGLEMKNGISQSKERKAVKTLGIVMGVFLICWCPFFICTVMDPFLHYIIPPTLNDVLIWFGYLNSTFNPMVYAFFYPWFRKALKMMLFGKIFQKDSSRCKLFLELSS
#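 System: CHO-derived RD-HGA16 cells with stable Gα16 and human TAAR1. Times: 17-24 h plating, Fluo-8 75 min 37 °C, 30 min RT. Measured by: calcium-sensitive Fluo-8 signal, excitation 470-495, emission 515-575 nm. Read-out basis: % activation relative to PEA EC100 response. Control set: DMSO and PEA EC100. Repeats: no replicates (n 1).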
# OXTR potentiate: potentiators of human oxytocin receptor | P30559 | CHO-OTR cells, Fluo-8 calcium fluorescence, potentiator mode; 0% = oxytocin EC15, 100% = EC100 | 0.061% of 320,000 active | activation, % at 3 µM;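 active means activation above that plate's cutoff, the mean activation of tested compounds plus 3 SD, cut at about 6.6% in these data, passing the limit was not always enough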;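 further: 100% uses oxytocin at 75 nM as the full agonist control; some results filed as inactive read as strong as hits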
#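 Dosing: Single dose, 3.0 µM nominal final compound concentration | Material: Human OTR in CHO cells | Technique: Kinetic Fluo-8 calcium fluorescence | Benchmarks: EC15 oxytocin alone as 0%, 75 nM oxytocin as 100% | Probe or stimulus: Oxytocin at about EC15, sub-maximal agonist stimulus | Incubation: Compound 6 min at room temperature before oxytocin, 100 s read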
# M1 ag: human M1 muscarinic receptor agonism. CHO-K1 hM1, Fluo-8 calcium fluorescence, agonist mode; 0% DMSO, 100% acetylcholine EC100. 0.33% of 360,000 active. AID 588814. activation, % at 3 µM;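 active means activation above the run's mean compound activation plus 3 SD, cut at about 16% in these data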;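 further: peak over basal fluorescence ratio within a 140 s kinetic read after compound addition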
# Target sequence (P11229 whole entry, looked up): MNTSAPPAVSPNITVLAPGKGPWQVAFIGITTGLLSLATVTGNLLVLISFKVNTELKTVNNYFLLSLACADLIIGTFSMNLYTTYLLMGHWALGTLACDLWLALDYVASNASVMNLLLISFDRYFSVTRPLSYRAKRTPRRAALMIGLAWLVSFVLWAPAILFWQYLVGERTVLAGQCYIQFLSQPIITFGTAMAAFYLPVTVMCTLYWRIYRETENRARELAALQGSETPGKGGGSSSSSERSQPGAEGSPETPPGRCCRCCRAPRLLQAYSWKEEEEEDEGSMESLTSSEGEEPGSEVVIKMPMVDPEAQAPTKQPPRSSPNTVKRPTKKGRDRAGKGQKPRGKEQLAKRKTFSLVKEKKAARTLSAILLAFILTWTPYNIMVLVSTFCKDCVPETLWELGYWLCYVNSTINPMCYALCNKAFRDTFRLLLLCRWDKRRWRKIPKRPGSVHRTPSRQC
# TAAR1 antag: antagonists of human TAAR1; Q96RJ0; CHO RD-HGA16 TAAR1, Fluo-8 calcium fluorescence, antagonist; inhibition, % at 3 µM; 1.5% of 360,000 active; AID 624466;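 active means inhibition above a per-plate cutoff, the mean inhibition of test compounds on that plate plus 3 SD, cut at about 49% in these data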;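 further: 0% = DMSO plus EC80 beta-PEA response and 100% = DMSO alone without agonist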
#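 Test system – hTAAR1-expressing CHO RD-HGA16 cells, Gα16-coupled · Reagent – β-PEA at EC80 concentration, post-compound challenge · Compound dosing – 3 µM, single point · Timing – 140 s kinetic read after compound, 140 s after agonist · Detection – Fluo-8 intracellular calcium dye fluorescence, real-time kinetic reads · Control set – DMSO and EC80 PEA controls · Repeats – n of 1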
# V1R ag counter: activates human V1a receptor in oxytocin agonist counter-screen. CHO-V1R cells, Fluo-8 calcium fluorescence, agonist mode; 0% DMSO, 100% 3 nM vasopressin. activation, % at 3 µM. 0.25% of 320,000 active. AID 2797;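 active means activation above the mean activation of all tested compounds plus 3 SD, per screening run, cut at about 20% in these data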;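 further: signal is peak over basal fluorescence ratio across a 100 second FLIPR read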
# CHO parental Ca: signal in parental CHO cells, OX1R antagonist counter-screen | 0.63% of 330,000 active | inhibition, % at 5.6 µM | parental CHO-K1, ATP-induced calcium, Fluo-8 fluorescence | AID 463079;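 active means inhibition above that plate's mean sample inhibition plus 3 SD, cut at about 26% in these data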;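 further: 0% = ATP-challenged DMSO wells and 100% = DMSO wells without ATP; some compounds past the cut are filed as inactive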
#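 Material: Parental CHO cells | Reagent: ATP | Compound dosing: Single nominal dose of 5.6 µM per compound | Detection: Intracellular calcium via Fluo-8 no-wash fluorescent dye | Read-out: % inhibition of ATP-induced calcium mobilization | Benchmarks: Low control ATP plus DMSO, high control DMSO only | Replicates: Singlicate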
# CHO-K1 Ca ag: counter-screen for M1 agonists: effect in parental CHO-K1 cells | 0.48% of 360,000 active | Fluo-8 calcium fluorescence; scaled to maximal ATP response, vehicle zero | activation, % at 3 µM; in the data active means activation above about 15%;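 further: untransfected CHO-K1 host cells lacking M1 receptor as counterscreen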
# CHO-K1 Ca antag: nonselective inhibitor or artifact in parental CHO-K1 cells. inhibition, % at 3 µM. ATP-induced calcium, Fluo-8 fluorescence. 0.6% of 360,000 active. AID 602250;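 active means inhibition above a per-plate cutoff, the plate's mean sample inhibition plus 3 SD, cut at about 24% in these data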;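 further: 0% = DMSO plus EC80 ATP and 100% = DMSO alone without ATP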
# Active calls of the source: *; · = no result given. An unsorted share of the library; any-hit rate near 3.3%.
no.	SMILES	CHO-K1 Ca PAM	TAAR1 agonist	OXTR potentiate	M1 ag	TAAR1 antag
1	CCCCC(=O)Nc1ccc(C(=O)OC2CCCCC2)cc1	2	11	-12	-3	35
2	O=C(CSc1nnnn1-c1cccc(F)c1)NC1CCCCC1	-3	3	-4	-4	-12
3	Cc1nc(SCC(N)=O)c(C#N)c(C)c1C	19	4	2	-1	-5
4	CCCc1nnc(SCC(=O)Nc2ccc(OC)cc2)n1N	-3	8	1	-3	6
5	C[C@@H]1CN([C@@H](C)CO)C(=O)c2cc(Br)cnc2O[C@H]1CN(C)C(=O)C1CCCCC1	2	0	·	-3	-9
6	COc1cc([N+](=O)[O-])cc(/C=N/NC(=O)C(C)Nc2cccc(C)c2)c1O (configuration not stated)	18	-1	5	-7	0
7	O=C(NNC(=O)c1sccc1-n1cccc1)c1cccc(Cl)c1	8	10	-13	-3	8
8	O=C(c1cccs1)N1CCC(N2CCN(c3ccccc3)CC2)CC1	-2	6	3	-4	-13
9	Cc1cccc(C)c1NC(=O)Cn1c(=O)n(CCCC(=O)NC2CCN(Cc3ccccc3)CC2)c(=O)c2ccccc21	-21	-2	-12	-12	-5
10	CCOC(=O)C(=O)NCC1CCCN1S(=O)(=O)c1cccs1 (configuration not stated)	10	0	·	-2	-3
11	CC(C)NC(=O)C1Cc2c(-c3ccc(Cl)cc3)ccnc2O1 (configuration not stated)	6	-1	·	-1	-3
12	Cc1ccc(NS(=O)(=O)c2ccc(Cl)s2)nc1	5	2	-4	-3	-21

no.	V1R ag counter	CHO parental Ca	CHO-K1 Ca ag	CHO-K1 Ca antag
1	-0.1	-2	1.1	-11
2	0.0	-6	0.0	-4
3	-0.9	0	1.4	-16
4	0.1	1	-0.2	6
5	·	·	-0.2	-6
6	-1.2	46	-0.1	-7
7	4.1	-11	1.4	-4
8	0.2	0	0.8	5
9	-0.2	-17	-1.3	4
10	·	·	0.2	-4
11	·	·	0.3	-4
12	0.7	-1	0.8	6

# (cont.)
no.	SMILES	CHO-K1 Ca PAM	TAAR1 agonist	OXTR potentiate	M1 ag	TAAR1 antag
13	Cc1ccc(N=C2NC(=O)/C(=C/c3cccnc3)S2)cc1C	20	5	-4	-5	-19
14	O=C(Nc1cccnc1)c1ccco1	11	1	-8	1	-30
15	CCC(C)(C)C(=O)Nc1cc([N+](=O)[O-])ccc1F	15	2	-7	-5	18
16	Cc1ccc(CC2CC(=O)N(c3ccc4c(c3)OCCO4)C2=O)cc1 (configuration not stated)	15	4	-5	-3	-2
17	CCOC(=O)C(C)n1cnc2c(nnn2Cc2ccc(C)cc2)c1=O (configuration not stated)	14	5	-4	-5	14
18	COc1ccc(C)cc1Nc1nc(-c2c(C)[nH]c3ccccc23)cs1	-3	2	-10	-4	6
19	O=C(NCC1OCCc2ccccc21)c1ccc(NC(=O)c2ccc(Cl)cc2)cc1 (configuration not stated)	8	1	-4	0	22
20	CCc1nc(N2CCCC2)c(C#N)c2c1CCCC2	3	19	-11	-1	-5
21	O=C1NC[C@@H](CCCCN2CCN(Cc3ccccc3)C(=O)C2=O)N(CCC2CCCCC2)C1=O	-4	0	·	·	-2
22	CCOC(=O)Cn1nc(C)c(NC(=O)COc2ccc([N+](=O)[O-])c(C)c2)c1C	1	0	-4	-1	-7
23	CCN(CC)CCN(C(=O)/C=C/c1cccs1)c1nc2ccc(F)cc2s1	10	2	-13	-4	-19
24	CCCCCNC(=O)c1ccc(NS(=O)(=O)c2ccc3[nH]c(=O)[nH]c3c2)cc1	13	0	-2	-3	-9

no.	V1R ag counter	CHO parental Ca	CHO-K1 Ca ag	CHO-K1 Ca antag
13	0.0	-8	0.6	-20
14	1.2	-11	-0.2	-7
15	0.1	-6	0.1	-5
16	0.9	-22	1.6	-10
17	1.1	-18	1.5	-12
18	-0.4	-6	0.3	8
19	4.2	2	6.0	8
20	-0.5	-2	-0.2	-4
21	·	·	0.2	-1
22	1.9	2	2.0	-4
23	-0.2	-15	2.3	-13
24	0.9	-4	0.7	-5

# The listing continues:
no.	SMILES	CHO-K1 Ca PAM	TAAR1 agonist	OXTR potentiate	M1 ag	TAAR1 antag
25	CCN(CC)CCSc1nnc(Nc2ccccc2)n1-c1ccccc1	1	5	-6	-14	-6
26	Cc1cc(C)c(NC(=O)CN)c(C)c1	11	2	8	-5	-3
27	Nc1nccnc1C(=O)OCC(=O)NNC(=O)c1ccccc1	-14	1	-4	-1	-12
28	NC(=O)NC(=O)C(Nc1ccc2c(c1)CCC2)c1ccccc1 (configuration not stated)	14	3	-10	-6	6
29	CCC(C)Nc1nc(Cl)nc(NCCOc2ccccc2)n1 (configuration not stated)	28	-3	-12	-7	6
30	Nn1cnnc1N/N=C/c1cc([N+](=O)[O-])c(Cl)cc1Cl	14	6	-12	-3	-1
31	COc1ccc(CN2CCN(CCCc3ccccc3)C(CCO)C2)cc1OC (configuration not stated)	25	6	-11	-8	-17
32	COc1ccc(C(=O)NCc2ccccn2)cc1	4	7	-5	0	8
33	CCN(CC)S(=O)(=O)c1ccc(Cl)c(C(=O)NC)c1	4	19	-6	-4	-35
34	Cc1ccc(NN=Nc2nc3c([nH]2)c(=O)n(C)c(=O)n3C)cc1	23	0	-4	15	8
35	COc1ccc(-c2cc3nc(NCc4ccc(C)cc4C)n(C)c(=O)c3s2)cc1OC	15	-1	·	-4	-42
36	COc1cc(C(=O)NCCSc2ccc(F)cc2)cc(OC)c1OC	0	5	1	-3	-3

no.	V1R ag counter	CHO parental Ca	CHO-K1 Ca ag	CHO-K1 Ca antag
25	1.2	-23	-0.1	4
26	1.4	-2	0.9	-2
27	1.2	-3	-0.1	5
28	-0.8	-9	-0.2	-1
29	-1.4	-27	2.6	-11
30	0.4	18	8.2	-1
31	-0.9	-15	1.8	-17
32	0.4	-4	-0.6	8
33	0.3	3	0.2	-3
34	0.7	-7	0.7	-5
35	·	·	0.4	-13
36	6.8	-22	2.4	9

# The list goes on:
no.	SMILES	CHO-K1 Ca PAM	TAAR1 agonist	OXTR potentiate	M1 ag	TAAR1 antag
37	CC(/C=N/NC(=O)c1cc(-c2cccnc2)nc2c1c(C)nn2-c1ccccc1)=C\c1ccccc1	5	6	-4	-3	37
38	CCOC(=O)C1CCN(c2c(NCc3ccc(C(=O)NC(C)CC)cc3)c(=O)c2=O)CC1 (configuration not stated)	20	2	-6	2	13
39	CCOC(=O)c1c(C)[nH]c(C(=O)OCC(=O)Nc2cc(C)c(Cl)cc2OC)c1C	12	-1	-7	-1	-5
40	CCc1nc2ccc(C(=O)N3CCN(C(=O)c4ccco4)CC3)cn2c1N(CC)CCOC	21	1	·	-8	-18
41	CCCCCCC(=O)NNC(=O)c1c(O)c2ccccc2n(CCC)c1=O	5	3	-2	-3	-8
42	COc1cc(/C=C/C(=O)O)cc(S(=O)(=O)Nc2ccc3[nH]c(=O)[nH]c3c2)c1OC	-2	-1	-5	-2	-15
43	CCOC(=O)c1c(O)c2ccccc2n(CC)c1=O	21	1	-7	-1	-35
44	COc1cccc(/C=C/C(=O)Nc2cccc(C(C)=O)c2)c1OC	15	20	-14	-3	6
45	COc1ccccc1C(=O)NNC(=O)C(=O)NC(C)C	-11	8	-8	0	10
46	CCCn1cc(CN2CCC(Oc3ccc(C(=O)N4CCCC4)cc3)CC2)c(C)n1	4	1	0	-4	-21
47	Cc1cc(N2CCN(c3ccccc3)CC2)nc(N)n1	6	11	-3	-7	7
48	Cc1sc2ncnc(N3CCC(C(=O)Nc4nc(-c5ccc(F)cc5)cs4)CC3)c2c1C	4	3	-6	-3	15

no.	V1R ag counter	CHO parental Ca	CHO-K1 Ca ag	CHO-K1 Ca antag
37	0.1	-23	1.6	9
38	0.0	-4	0.6	-12
39	0.0	-16	2.7	4
40	·	·	0.7	-18
41	0.4	-4	1.4	-9
42	0.8	-4	0.6	-9
43	0.2	-10	0.2	-19
44	0.1	-9	5.0	-14
45	0.5	-13	-0.3	15
46	1.0	-14	1.5	-11
47	0.1	-3	0.9	-3
48	-0.8	5	0.3	-6

# Values by screen from the list:
# OXTR potentiate, entries 43 to 47, in order: -7, -14, -8, 0, -3

# New compounds follow
no.	SMILES	CHO-K1 Ca PAM	TAAR1 agonist	OXTR potentiate	M1 ag	TAAR1 antag
49	Cc1cccc(OCc2nnc(N)s2)c1C	-3	16	-4	-1	-4
50	O=C(c1cccc(N2C(=O)C3CC=CCC3C2=O)c1)N1CCN(c2ccccc2)CC1 (configuration not stated)	17	16	2	-3	-14
51	COc1cccc(CN(C)CCCn2cnc3c(SC)ncnc32)c1	22	4	·	-9	-15
52	Cc1ccc(C(=O)N/C(=C/c2cccs2)C(=O)N2CCCCC2)cc1	29	2	1	-3	-1

no.	V1R ag counter	CHO parental Ca	CHO-K1 Ca ag	CHO-K1 Ca antag
49	1.5	-3	0.1	10
50	0.2	-15	2.5	-11
51	·	·	1.0	-17
52	-0.2	-12	0.6	-12

# Among those listed so far, eight contain a Cl atom:
no.	SMILES	CHO-K1 Ca PAM	TAAR1 agonist	OXTR potentiate	M1 ag	TAAR1 antag
7	O=C(NNC(=O)c1sccc1-n1cccc1)c1cccc(Cl)c1	8	10	-13	-3	8
11	CC(C)NC(=O)C1Cc2c(-c3ccc(Cl)cc3)ccnc2O1 (configuration not stated)	6	-1	·	-1	-3
12	Cc1ccc(NS(=O)(=O)c2ccc(Cl)s2)nc1	5	2	-4	-3	-21
19	O=C(NCC1OCCc2ccccc21)c1ccc(NC(=O)c2ccc(Cl)cc2)cc1 (configuration not stated)	8	1	-4	0	22
29	CCC(C)Nc1nc(Cl)nc(NCCOc2ccccc2)n1 (configuration not stated)	28	-3	-12	-7	6
30	Nn1cnnc1N/N=C/c1cc([N+](=O)[O-])c(Cl)cc1Cl	14	6	-12	-3	-1
33	CCN(CC)S(=O)(=O)c1ccc(Cl)c(C(=O)NC)c1	4	19	-6	-4	-35
39	CCOC(=O)c1c(C)[nH]c(C(=O)OCC(=O)Nc2cc(C)c(Cl)cc2OC)c1C	12	-1	-7	-1	-5

no.	V1R ag counter	CHO parental Ca	CHO-K1 Ca ag	CHO-K1 Ca antag
7	4.1	-11	1.4	-4
11	·	·	0.3	-4
12	0.7	-1	0.8	6
19	4.2	2	6.0	8
29	-1.4	-27	2.6	-11
30	0.4	18	8.2	-1
33	0.3	3	0.2	-3
39	0.0	-16	2.7	4

# Source: PubChem BioAssay (The Scripps Research Institute Molecular Screening Center)
